Cdc42 wt: modulators of GTP binding to wildtype Cdc42, primary screen, biochemical, multiplex bead flow cytometry, Bodipy-GTP. Cell division control protein 42 homolog (Homo sapiens), P60953. GST-Cdc42 beads; actives lie on both sides. percent activity (GTP binding), % at 10 µM. 0.2% of 190,000 active;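 active = percent activity GTP binding at least 20 points away from the 100% baseline, either down as inhibitor or up as activator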;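 also: median bead fluorescence of bound Bodipy-FL-GTP at 100 nM; 0% = excess unlabeled GTP control and 100% = no compound control; below 100% means less GTP binding so inhibitor and above means activator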
Target sequence (P60953 whole entry, looked up): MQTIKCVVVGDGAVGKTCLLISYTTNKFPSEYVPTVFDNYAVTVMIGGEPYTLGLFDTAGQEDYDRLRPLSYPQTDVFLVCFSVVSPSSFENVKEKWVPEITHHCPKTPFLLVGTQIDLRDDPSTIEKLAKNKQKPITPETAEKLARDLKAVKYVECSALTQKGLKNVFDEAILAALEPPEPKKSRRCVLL
GSH bead fluor: compound fluorescence on glutathione beads, profiling panel, artefact control, biophysical, 488/530 nm, flow cytometry | GSH beads flow cytometry, compound fluorescence 488/530 nm; stronger effect = higher value | fluorescence (KMESF) at 10 µM | 0.25% of 190,000 active | AID 1776, 2009; in the data active = fluorescence above about 89;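 also: glutathione beads carrying GST-tagged Bcl family fusion proteins plus one bare bead set; values are compound well signal with DMSO vehicle wells as background; inactives centre near 16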
Avidin fluor: green autofluorescence of compounds with avidin beads – biophysical, 488/530 nm, flow cytometry, artefact control, profiling panel | compound fluorescence 488/530 nm; stronger effect = higher value | fluorescence (KMESF) at 10 µM | 0.38% of 220,000 active | AID 1775, 2009; in the data active = fluorescence above about 47; also: inactives centre near 10
Rac1 act GTP bind: GTP binding modulators of activated mutant Rac1, primary screen, biochemical, bead-based flow cytometry, multiplex, fluorescent GTP | GST-Rac1 activated beads; actives lie on both sides; 100% means binding = to untreated wells | 0.11% of 190,000 active | percent activity (GTP binding), % at 10 µM | Ras-related C3 botulinum toxin substrate 1 (Homo sapiens), P63000;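 active = GTP binding at least 20 percentage points away from the 100% baseline, in either direction, so actives lie on both sides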
Mcl1 Noxa PPI: Mcl-1/Noxa binding inhibitors, primary screen, biochemical, TR-FRET, 1536-well | 1.5% of 220,000 active | Induced myeloid leukemia cell differentiation protein Mcl-1 (Homo sapiens), Q07820 | AID 1022, 2008 | inhibition, % at 21.7 µM | TR-FRET Mcl-1/Noxa peptide binding, 2 h;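 active = compounds that cut the protein-peptide binding signal by more than 50% relative to plate controls in a single-dose test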;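 also: His-tagged Mcl-1 with rhodamine Noxa BH3 peptide and terbium anti-His antibody; 0% = Mcl-1 plus Noxa peptide wells and 100% = peptide-only wells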
Target sequence (Q07820 whole entry, looked up): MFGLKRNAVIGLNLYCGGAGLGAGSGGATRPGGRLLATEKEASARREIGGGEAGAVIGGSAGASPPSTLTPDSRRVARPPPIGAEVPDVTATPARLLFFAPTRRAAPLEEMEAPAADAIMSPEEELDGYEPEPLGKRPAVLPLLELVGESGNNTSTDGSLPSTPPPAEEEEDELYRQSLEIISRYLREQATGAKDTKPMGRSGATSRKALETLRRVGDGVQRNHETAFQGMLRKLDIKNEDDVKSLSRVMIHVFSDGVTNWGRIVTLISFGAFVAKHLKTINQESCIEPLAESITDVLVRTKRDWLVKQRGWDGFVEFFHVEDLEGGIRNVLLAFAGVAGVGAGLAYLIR
Mcl1-Bid inh: Mcl-1/Bid binding inhibitors, primary screen, biochemical, TR-FRET, 1536-well; inhibition, % at 21.7 µM; TR-FRET Mcl-1/Bid-Dy647 peptide binding; 0.97% of 220,000 active; Induced myeloid leukemia cell differentiation protein Mcl-1 (Homo sapiens), Q07820;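 active = compounds that cut the binding signal by more than half at the single screening dose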;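 also: His-tagged Mcl-1 with europium anti-His antibody binding Bid BH3 peptide; 0% = Mcl-1 plus peptide wells and 100% = peptide-only wells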
Rab2 wt GTP: modulators of GTP binding to Rab2A wildtype, primary screen, biochemical, dog, bead-based flow cytometry, multiplex; Ras-related protein Rab-2A (Canis lupus familiaris), P61105; GST-Rab2 wt beads, Bodipy-GTP binding; GTP binding activity, % at 10 µM; 0.19% of 190,000 active; AID 760, 2007;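 active = GTP binding activity at least 20 points away from 100%, either lowered or raised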;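 also: 0% = beads with excess unlabeled GTP and 100% = no-compound control corrected for plate trend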
Pf gamet viab: late stage P. falciparum gametocyte viability inhibitors, primary screen, ATP luminescence, HTS; 0.065% of 150,000 active; AID 743093, 2013; P. falciparum stage V gametocytes, 24 h; inhibition, % at 10.9 µM;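 active = inhibition above the mean plus 3 SD of compounds within the control limits, set per campaign, cut at about 38% in these data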;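 also: 0% = DMSO wells and 100% = medium only without gametocytes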
Rab7 wt GTP bind: modulators of GTP binding to Rab7, primary screen, biochemical, wildtype, multiplex bead flow cytometry. Rab7 GTPase wild type (dog), Bodipy-FL-GTP binding. GST-Rab7 beads, fluorescent GTP binding; actives lie on both sides; untreated = 100%, excess cold GTP = 0%. GTP binding activity (percent of control), % at 10 µM. 0.055% of 190,000 active;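 active = fluorescent GTP binding to Rab7 beads changed by at least 20 points from the 100% baseline, either direction, mostly lower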;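 also: median green fluorescence of bound Bodipy-FL-GTP per Rab7 bead population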
Rac1 wt modul: wildtype Rac1 GTP binding modulators, primary screen, biochemical, GST-Rac1 beads, flow cytometry, multiplex; 0.27% of 190,000 active; Ras-related C3 botulinum toxin substrate 1 (Homo sapiens), P63000; GTP binding activity (% of control), % at 10 µM; AID 757, 2007; fluorescent GTP binding; actives lie on both sides; 0 = cold GTP competed, 100 = untreated;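 active = GTP binding activity at least 20 points away from the 100% control level, either lower or higher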
HRas wt GTP: modulators of GTP binding to HRas wildtype, primary screen, biochemical, bead-based flow cytometry, multiplex | 0.14% of 190,000 active | GTPase HRas (Homo sapiens), P01112 | GST-Ras wt beads, Bodipy-FL-GTP binding; actives lie on both sides | AID 759, 2007 | GTP binding activity, % at 10 µM;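 active = GTP binding activity at least 20% away from the 100% baseline, either lowered as inhibitor or raised as activator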;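 also: 0% = unlabeled GTP competition control and 100% = no-compound control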
Target sequence (P01112 whole entry, looked up): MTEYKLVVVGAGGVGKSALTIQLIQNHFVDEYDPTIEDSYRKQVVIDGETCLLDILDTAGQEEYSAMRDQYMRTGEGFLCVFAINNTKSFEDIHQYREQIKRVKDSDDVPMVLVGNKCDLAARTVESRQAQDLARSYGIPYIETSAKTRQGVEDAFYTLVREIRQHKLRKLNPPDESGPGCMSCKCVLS
Active calls of the source: *; nt = no result given.

SMILES	Cdc42 wt	GSH bead fluor	Avidin fluor	Rac1 act GTP bind	Mcl1 Noxa PPI	Mcl1-Bid inh	Rab2 wt GTP	Pf gamet viab	Rab7 wt GTP bind	Rac1 wt modul	HRas wt GTP
Cc1ccc(C(N)=O)cc1S(=O)(=O)Nc1cccc(C)c1C	98	9	10	96	0	13	93	3	92	99	96
COc1ccc(-n2c(CN3CCN(Cc4ccccc4)CC3)nc3ccc([N+](=O)[O-])cc3c2=O)c(OC)c1	98	19	17	98	-10	-46	99	14	99	100	98
Cc1c(Cl)cccc1NC(=O)CNC(=O)c1ccc(F)cc1	103	19	7	101	-11	-13	101	4	100	105	102
Cc1ccc(-c2c3c(=O)n(C)c(=O)n(C)c3cn2N2CCOCC2)cc1	102	72	10	100	5	-76	104	nt	101	99	102
CCCCOC(=O)/C=C/c1ccc(OC(=O)OC)c(OC(=O)OC)c1	103	12	13	100	-13	-4	101	-38	96	103	101
O=S(=O)(Nc1ccccc1O)c1ccc(-c2ccccc2)cc1	99	18	11	95	13	5	97	20	95	100	94
CC1CCCC(NC(=O)C2c3ccccc3C(=O)N2Cc2cccs2)C1C (stereo not given)	102	9	1	100	-3	-3	103	-12	104	104	100
Cc1ccc(OCC(=O)Nc2ccc(S(=O)(=O)Nc3onc(C)c3C)cc2)cc1	100	21	13	97	18	-31	99	nt	102	99	100
Cc1cc(C)n(C(=O)/C(C#N)=N/Nc2cc(Cl)cc(Cl)c2)n1	83	12	22	84	12	-4	86	nt	96	91	90
C/C(=N\NS(=O)(=O)c1ccc(C)c([N+](=O)[O-])c1)c1cc2ccccc2o1	99	25	24	98	24	-6	98	13	97	98	96
O=C(Cc1ccc(Cl)c(Cl)c1)Nc1ccc(SC(F)F)cc1	96	9	2	97	-61	10	96	0	103	96	97
O=C(Cn1cccc1C(=O)c1ccccc1)NCCC1=CCCCC1	98	24	9	95	-4	-18	100	1	105	103	100
C#Cc1ccc(C(=O)Nc2ccc(N3CCC(C)CC3)c(C(N)=O)c2)cc1	94	12	10	97	3	-56	98	nt	108	99	98
CCn1c(SCC(=O)Nc2cc3oc4ccccc4c3cc2OC)nnc1-c1cccs1	94	43	12	91	nt	-7	91	nt	91	90	93
CC1CC(C)CN(CCC(=O)Nc2cccc(Cl)c2)C1 (stereo not given)	101	36	10	99	12	-7	102	nt	101	109	100
CN(C)S(=O)(=O)c1cc(NC(=O)COC(=O)Cc2cccc3ccccc23)ccc1Cl	97	15	20	98	8	6	97	-16	97	101	98
O=C(N/C(=C/c1cccs1)c1nc2ccccc2[nH]1)c1ccccc1	99	55	24	98	-10	-28	97	-19	97	102	97
C=CCn1c(C)c(C(C)=O)c(N2CCN(c3ccccc3)CC2)nc1=S	104	21	3	101	3	-7	103	nt	98	103	103
Cc1cccc(Nc2nnc(SC/C(O)=C(\C#N)c3nc4ccccc4[nH]3)s2)c1	96	24	10	93	52*	-23	97	nt	100	101	96
Cc1cccc(-c2nnc(SCC(=O)NCc3ccc4c(c3)OCO4)n2C)c1	99	19	42	98	19	-15	99	17	100	100	100
CCCCc1nc2ccccc2c(NC(=O)CNC(C)(C)C)c1CCC	104	12	8	100	30	42	102	nt	105	102	102
COC(=O)C1C(c2ccc(Cl)cc2)NC(c2ccc(Cl)cc2)C(C(=O)OC)S1(=O)=O (stereo not given)	98	10	10	99	2	-10	97	8	100	100	97
Fc1ccc(-c2csc(-c3ccccn3)n2)cc1F	94	10	10	94	-13	-1	92	nt	95	91	94
Cc1cc(C)cc(NC(=O)CN(Cc2ccccc2)S(C)(=O)=O)c1	98	17	23	96	1	-1	95	nt	95	102	99

Brought forward from above: 2 compounds; new compounds follow.
SMILES	Cdc42 wt	GSH bead fluor	Avidin fluor	Rac1 act GTP bind	Mcl1 Noxa PPI	Mcl1-Bid inh	Rab2 wt GTP	Pf gamet viab	Rab7 wt GTP bind	Rac1 wt modul	HRas wt GTP
Fc1ccc(-c2csc(-c3ccccn3)n2)cc1F	94	10	10	94	-13	-1	92	nt	95	91	94
Cc1cc(C)cc(NC(=O)CN(Cc2ccccc2)S(C)(=O)=O)c1	98	17	23	96	1	-1	95	nt	95	102	99
CC1=C(C(=O)N(C)C)C(c2ccc(N3CCOCC3)cc2)NC(=O)N1 (stereo not given)	103	12	10	98	2	-33	102	23	109	104	99
CCOC(=O)Cc1csc(NC(=O)NC2(C(F)(F)F)Oc3cc(Cl)c(Cl)cc3O2)n1	99	35	12	98	1	-24	98	-1	102	101	99
O=C(CCNc1n[nH]c(=O)[nH]c1=O)N/N=C\c1cccc(OCc2ccccc2)c1	95	11	8	95	8	2	94	nt	96	97	95
COc1cccc(C(=O)NCCN2CCOCC2)c1	102	12	31	99	5	-5	97	11	95	101	98
Cc1cc(Oc2cc(N)cc([N+](=O)[O-])c2)ccc1Cl	104	13	8	100	3	-10	102	nt	100	107	102
CC(C)CC(=O)N=C1SC2CS(=O)(=O)CC2N1CCc1ccccc1 (stereo not given)	101	18	36	100	-10	4	103	9	102	102	102
O=C(COC(=O)/C=C/c1cccc(Cl)c1)NCCc1ccc(Cl)cc1Cl	91	18	12	95	8	9	96	19	96	95	93
O=C(Nc1ccc(S(=O)(=O)Nc2nccs2)cc1)c1ccc(N2C(=O)c3ccccc3C2=O)cc1	99	14	9	93	13	-30	100	-11	106	97	98
Cc1ccccc1C(=O)N1CCC(C(=O)Nc2ccc(F)cc2)CC1	102	23	15	101	17	-12	103	nt	103	104	103
COc1cccc(N2CC(O)=C(c3nc4ccccc4c(=O)[nH]3)C2=N)c1	100	10	6	98	9	-4	97	nt	95	100	98
CCOc1cccc(OCCNC2CCCC2)c1	98	18	8	95	15	3	101	-22	111	104	99
Cc1ccc(C(=O)NCC(C)(C)O)cc1	101	11	24	96	-10	-9	101	26	105	102	97
O=c1c2[nH]c3ccc(F)cc3c2ncn1CCCN1CCOCC1	101	16	31	96	4	-14	99	nt	100	105	101
COc1ccc(C)cc1N(CC(=O)N/N=C/c1ccccc1C(=O)O)S(=O)(=O)c1ccccc1	96	7	31	96	11	37	100	10	104	100	100
COc1ccc(CN2CCC(CO)(Cc3ccccc3)CC2)cc1Cn1cccn1	100	11	3	97	29	-11	98	nt	98	96	98
Cc1ccc(C)c(NC(=O)CCn2nc(C)cc2C)c1	102	54	4	101	4	4	102	-29	103	104	102
CNC(=O)c1ccc(-c2sc3nc(N4CCOCC4)c4c(c3c2N)CC(C)(C)OC4)o1	103	11	11	100	31	-52	101	nt	102	104	102
CC(COc1ccccc1)N1CCC(CO)(CCc2ccccc2)CC1 (stereo not given)	98	21	11	97	3	-48	99	nt	100	101	98
Cc1ccc(C(=O)NCC(=O)NC2CCCC2)cc1	97	17	9	92	2	-1	102	-7	113	98	97
CN(CCN1CCOCC1)Cc1nc(-c2ccc3c(c2)OCO3)no1	94	13	12	95	-5	-14	97	14	97	98	96
CCOC(=O)N1CCC(NC(=O)c2cc3c(C)nc4ccccc4c3o2)CC1	89	21	5	90	3	-15	86	nt	84	88	87
CCOc1ccccc1NC(=O)C1Cc2ccccc2CN1S(C)(=O)=O (stereo not given)	99	21	30	93	13	-4	94	nt	94	94	98
O=C(Oc1cccc(NC2=NS(=O)(=O)c3ccccc32)c1)c1cccnc1	96	26	14	97	12	-16	95	4	95	101	96
O=c1[nH]c2ccc(F)cc2[nH]c1=O	97	18	9	96	3	-26	96	11	104	98	95
COc1cc(C(=O)N(CCCO)Cc2cc3ccc(C)c(C)c3[nH]c2=O)cc(OC)c1OC	96	37	13	94	-8	-26	94	4	95	97	96
CCOC(=O)/C(C(=O)Nc1ccccc1Br)=C1/NC(C)(C)Cc2ccccc21	104	19	5	98	0	-13	100	-18	101	110	99
CC(=O)c1sc(N/N=C\c2ccc(Br)cc2)nc1C	98	5	4	97	30	-50	99	nt	97	98	98
CC(=O)c1ccc(N2CCN(C(=O)CN(C)S(=O)(=O)c3cnc[nH]3)CC2)cc1	95	10	8	95	5	-8	96	-23	102	95	97
COc1ccc(NC(=O)CC2C(=O)N(c3ccc(OC)cc3)C(=O)N2Cc2ccc(OC)c(OC)c2)cc1 (stereo not given)	96	14	12	98	13	-31	98	10	105	99	99
O=[N+]([O-])c1cc(/C=N/n2cnnc2)ccc1N1CCCC1	99	19	10	94	9	46	103	-3	108	104	101

Of the compounds above, 8 contain an aryl methoxy group.
SMILES	Cdc42 wt	GSH bead fluor	Avidin fluor	Rac1 act GTP bind	Mcl1 Noxa PPI	Mcl1-Bid inh	Rab2 wt GTP	Pf gamet viab	Rab7 wt GTP bind	Rac1 wt modul	HRas wt GTP
COc1ccc(-n2c(CN3CCN(Cc4ccccc4)CC3)nc3ccc([N+](=O)[O-])cc3c2=O)c(OC)c1	98	19	17	98	-10	-46	99	14	99	100	98
CCn1c(SCC(=O)Nc2cc3oc4ccccc4c3cc2OC)nnc1-c1cccs1	94	43	12	91	nt	-7	91	nt	91	90	93
COc1cccc(C(=O)NCCN2CCOCC2)c1	102	12	31	99	5	-5	97	11	95	101	98
COc1cccc(N2CC(O)=C(c3nc4ccccc4c(=O)[nH]3)C2=N)c1	100	10	6	98	9	-4	97	nt	95	100	98
COc1ccc(C)cc1N(CC(=O)N/N=C/c1ccccc1C(=O)O)S(=O)(=O)c1ccccc1	96	7	31	96	11	37	100	10	104	100	100
COc1ccc(CN2CCC(CO)(Cc3ccccc3)CC2)cc1Cn1cccn1	100	11	3	97	29	-11	98	nt	98	96	98
COc1cc(C(=O)N(CCCO)Cc2cc3ccc(C)c(C)c3[nH]c2=O)cc(OC)c1OC	96	37	13	94	-8	-26	94	4	95	97	96
COc1ccc(NC(=O)CC2C(=O)N(c3ccc(OC)cc3)C(=O)N2Cc2ccc(OC)c(OC)c2)cc1 (stereo not given)	96	14	12	98	13	-31	98	10	105	99	99
